PAFAH2 inh = PAFAH2 (human) inhibition. Q99487. recombinant PAFAH2, FP-rhodamine activity probe, fluorescence polarization. inhibition, % at 3.39 µM. 0.99% of 340,000 active;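 active means inhibition above the mean over all tested compounds plus 3 SD, cut at about 30% in these data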;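 further: inhibitors block probe labeling of enzyme so polarization drops; 0% = enzyme with DMSO and 100% = wells lacking PAFAH2 protein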
LYPLA1 inh = LYPLA1 (human) inhibition in PME1 counter-screen. AID 2174. inhibition, % at 5.9 µM. recombinant LYPLA1, FP-Rh probe fluorescence polarization. 0.16% of 320,000 active. O75608;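 active means inhibition above the mean of all tested compounds plus 3 SD, set per campaign, cut at about 14% in these data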;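 further: inhibitors block serine hydrolase probe labeling of LYPLA1 so polarization falls; 0% = enzyme with DMSO and 100% = wells lacking LYPLA1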
Target sequence (O75608 whole entry, looked up): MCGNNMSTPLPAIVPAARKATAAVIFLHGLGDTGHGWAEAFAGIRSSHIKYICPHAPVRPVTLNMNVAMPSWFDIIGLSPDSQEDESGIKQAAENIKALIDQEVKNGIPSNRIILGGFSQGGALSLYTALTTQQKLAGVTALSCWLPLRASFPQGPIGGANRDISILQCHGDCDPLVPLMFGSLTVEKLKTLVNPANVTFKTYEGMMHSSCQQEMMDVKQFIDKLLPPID
PAFAH1B2 inh = inhibitors of human PAFAH1B2; inhibition, % at 3.39 µM; P68402; recombinant PAFAH1B2, FP-rhodamine activity probe, fluorescence polarization; 1.2% of 340,000 active;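 active means inhibition above the mean of all tested compounds plus 3 SD, cut at about 24% in these data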;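 further: 0% = enzyme with DMSO and 100% = wells lacking PAFAH1B2; many of its hits are not listed in these tables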
Target sequence (P68402 whole entry, looked up): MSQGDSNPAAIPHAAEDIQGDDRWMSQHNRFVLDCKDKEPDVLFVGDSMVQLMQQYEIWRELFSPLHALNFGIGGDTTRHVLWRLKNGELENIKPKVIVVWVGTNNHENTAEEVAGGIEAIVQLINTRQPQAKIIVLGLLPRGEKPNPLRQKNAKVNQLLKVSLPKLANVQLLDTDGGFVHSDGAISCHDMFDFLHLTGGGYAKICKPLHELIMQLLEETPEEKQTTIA
PAFAH1B3 FP inh = blocks human PAF acetylhydrolase 1B catalytic subunit 3 | recombinant PAFAH1B3, FP-rhodamine probe, fluorescence polarization | inhibition, % at 3.39 µM | AID 492972 | 0.28% of 340,000 active;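 active means inhibition above the screen-wide average of all tested compounds plus 3 SD, cut at about 25% in these data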;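 further: 0% = enzyme with DMSO only and 100% = wells lacking PAFAH1B3 protein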
LYPLA2 inh = blocks human lysophospholipase 2, a PME1 counter-screen. AID 2177. inhibition, % at 5.9 µM. 0.38% of 320,000 active. O95372. recombinant LYPLA2, FP-Rh probe fluorescence polarization;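 active means inhibition above the screen-wide mean plus 3 SD, limit set per campaign, cut at about 26% in these data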;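 further: 0% = LYPLA2 with DMSO and 100% = wells lacking LYPLA2 enzyme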
Target sequence (O95372 whole entry, looked up): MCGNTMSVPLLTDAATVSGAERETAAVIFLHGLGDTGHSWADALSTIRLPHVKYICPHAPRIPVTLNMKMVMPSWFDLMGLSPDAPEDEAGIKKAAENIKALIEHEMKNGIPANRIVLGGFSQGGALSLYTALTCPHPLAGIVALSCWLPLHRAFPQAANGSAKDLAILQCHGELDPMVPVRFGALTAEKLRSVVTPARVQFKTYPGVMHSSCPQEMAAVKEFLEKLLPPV
pPAFAH inh = inhibitors of human plasma PAF acetylhydrolase (pPAFAH). Q13093. 1.5% of 330,000 active. inhibition, % at 3.39 µM. recombinant pPAFAH, FP-rhodamine probe fluorescence polarization;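 active means inhibition above the mean inhibition across the screen plus 3 SD, cut at about 25% in these data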;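 further: inhibitors block binding of the rhodamine activity-based probe so polarization drops; 0% = enzyme with DMSO and 100% = wells lacking pPAFAH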
ZTA counter = counter-screen for EBNA-1 inhibitors: inhibitors of Epstein-Barr virus ZTA. ZTA-DNA binding, fluorescence polarization. P03206. 0.15% of 320,000 active. inhibition, % at 11 µM. AID 2234; in the data active means inhibition above about 33%
Target sequence (P03206 whole entry, looked up): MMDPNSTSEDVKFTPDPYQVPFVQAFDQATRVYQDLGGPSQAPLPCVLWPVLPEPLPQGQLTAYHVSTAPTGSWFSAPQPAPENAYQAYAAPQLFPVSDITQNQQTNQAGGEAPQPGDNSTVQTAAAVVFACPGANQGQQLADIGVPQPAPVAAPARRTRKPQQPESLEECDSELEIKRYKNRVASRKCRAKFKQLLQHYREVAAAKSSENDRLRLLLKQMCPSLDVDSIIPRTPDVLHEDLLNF
EBNA-1 inh = blocks EBNA-1 binding to DNA. EBNA-1 DNA binding, fluorescence polarization. inhibition, % at 14.8 µM. 0.34% of 300,000 active. AID 1950; in the data active means inhibition above about 28%
PREPL inhibitor = inhibitors of human prolyl oligopeptidase-like enzyme PREPL; inhibition, % at 5.96 µM; Q4J6C6; recombinant PREPL, fluorescence polarization activity-based probe; 0.68% of 320,000 active; in the data active means inhibition above about 43%;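 further: 0% = enzyme with DMSO and 100% = wells lacking enzyme; many of its hits are not listed in these tables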
An asterisk follows results filed as active; . = no result given.

SMILES	PAFAH2 inh	LYPLA1 inh	PAFAH1B2 inh	PAFAH1B3 FP inh	LYPLA2 inh	pPAFAH inh	ZTA counter	EBNA-1 inh	PREPL inhibitor
CSc1cccc(NC(=O)CCCNC(=O)c2ccc(Cl)cc2)c1	8	4	11	2	0	0	15	7	-8
O=Cc1cccc(OCc2cccc3ccccc23)c1	17	0	13	14	5	5	6	3	24
O=C(Cn1cccc1)NCc1cccs1	-9	-1	-2	-3	1	-3	6	-3	5
CCOC(=O)c1[nH]nc(N)c1NC(=O)c1ccc(Cl)cc1Cl	2	2	10	2	-3	2	-14	4	14
CCC(C(=O)Nc1cc(C(=O)Nc2cc(C)ccn2)ccc1Cl)c1ccccc1 (configuration not stated)	-5	-6	8	3	-4	3	-7	3	-28
CCC(C)NC(=O)c1ccc(NC(=O)C2=C(C)OCCS2)cc1 (configuration not stated)	3	3	3	-4	7	0	-1	-4	8
COCc1cc(Sc2ccc(Cl)cc2Cl)nc(-c2ccccc2)n1	5	-5	3	-4	-2	-1	3	-8	12
CC(=O)N(CCc1ccccc1)Cc1cc2cc(C)ccc2[nH]c1=O	-8	1	3	3	3	5	-6	3	-24
O=C(c1ccco1)N1CCN(C(=O)C2(S(=O)(=O)c3ccc(Cl)cc3)CC2)CC1	-7	1	5	6	-6	6	-12	-11	-1
COCCCn1c(SCc2cccc(C(F)(F)F)c2)nc2cc(OC)c(OC)cc2c1=N	6	-7	5	9	-3	24	17	-1	10
CN(C)C(=O)CSc1nc(-c2ccccc2)c(-c2ccccc2)o1	4	0	7	2	0	3	9	1	-4
COc1ccc(C2C(C#N)=C(N)Oc3c2c(-c2ccccc2)nn3-c2ccccc2)c(OC)c1OC (configuration not stated)	3	-3	0	6	10	12	-9	6	11
CCOC(=O)C1=CN(CC)S(=O)(=O)NC1CC (configuration not stated)	1	.	1	7	.	-2	.	.	.
COC(=O)c1ccc(NC(=O)C23CC4CC(C2)CC(n2cnc(Cl)n2)(C4)C3)cc1	-5	-3	3	10	5	2	-3	1	-5
CC(C)N1C(=O)C(O)(C2COC(C)(C)CC2=O)c2ccccc21 (configuration not stated)	6	-3	2	4	-2	2	13	2	6
CCc1ccc(C=NC23CN4CN(CN(C4)C2)C3)s1	-7	-10	3	1	2	-2	-9	-13	-4
CCCN(CC(=O)Nc1ccccc1C)C(=O)C1CC(=O)N(c2ccccc2C(C)CC)C1 (configuration not stated)	-1	1	2	2	1	5	18	.	9
O=C(CN(C(=O)c1ccc2c(c1)OCCO2)c1ccccc1)NCC1CCCO1 (configuration not stated)	5	-1	3	0	-1	-3	-4	1	4
CCOC(=O)C1CCN(CCC(=O)Nc2ccccc2)CC1	4	1	1	0	0	4	-2	-1	0
CN(C)C(=O)CSc1nnc([C@H](Cc2c[nH]c3ccccc23)NC(=O)OC(C)(C)C)o1	4	5	2	-2	6	-4	-3	3	18
COc1cnn(Cc2ccccc2)c(=O)c1SCc1ccccc1	0	-6	5	-2	-6	-2	-4	-5	-2
CCOC(=O)c1ccc(CNC(=O)c2n[nH]c(=O)c3ccccc23)o1	0	0	0	-5	3	5	-3	-8	8
CCOc1ccc(NS(=O)(=O)c2ccc3[nH]c(=O)c(=O)[nH]c3c2)cc1	.	-4	.	.	-8	19	4	-12	11
O=C(O)c1ccccc1OCCOc1ccccc1C(=O)O	5	0	1	-2	2	-5	14	-4	11
O=C(COc1cc2oc(=O)c3c(c2cc1Cl)CCC3)NCc1ccncc1	-2	2	3	3	2	3	-8	-8	-5
CCN(CC(=O)N1CCCC1)S(=O)(=O)c1ccc2ccccc2c1	2	6	2	2	7	3	-6	5	5
CCNC(=O)N1CCCC(C(=O)c2ccc3cc(OC)ccc3c2)C1 (configuration not stated)	4	-1	-1	3	3	5	11	1	7
CCOc1ccc(S(=O)(=O)N/N=C2/CC(c3ccccc3)Oc3ccccc32)cc1 (configuration not stated)	-2	-2	1	6	-3	15	-15	-4	-18
COC(=O)[C@@H]1C[C@@H](c2ccccc2)[C@H](C)C1(C)C	9	-2	-1	1	-2	0	-23	3	14
Cc1ccc(NC(=O)C2CCN(S(C)(=O)=O)CC2)cc1	-4	2	-1	14	3	3	-1	-1	2
Cc1ccc2sc(NNC(=O)c3ccc4c(c3)OCCO4)nc2c1C	8	-2	-12	8	0	17	8	-1	42
CC(C)(C)c1cc(-c2ccccc2)no1	14	-4	11	0	0	-9	4	-5	15
C1CCC(Nc2nc3nonc3nc2N2CCSCC2)C1	9	4	2	9	4	2	4	-2	7
O=C1C(C2=NC(c3ccccn3)C3C(=O)N(c4ccc(OC(F)(F)F)cc4)C(=O)C23)=C(O)c2ccccc21 (configuration not stated)	-5	-2	-4	-2	-6	4	2	-4	2
Cc1ccc(S(=O)(=O)N(C)c2ccc(OCC(=O)Nc3cccc(-n4cnnn4)c3C)cc2)cc1	4	-2	-3	4	5	1	10	8	-3
COc1ccc(S(=O)(=O)NN=C2CCCCC2)cc1	4	4	3	10	3	9	-5	-4	-36
C=CCn1c(SCC(=O)NCC2CCCO2)nc2scc(-c3ccco3)c2c1=O (configuration not stated)	-1	2	3	3	-2	5	6	-2	5
c1cncc(-c2nc3c(ccc4ccccc43)[nH]2)c1	2	-9	8	-4	-9	6	6	6	10
Cn1c(SCC(=O)N2CCOCC2)nnc1-c1ccc2ncccc2c1	1	2	-2	-2	0	2	-7	-4	-8
COc1ccc2nc(SCC(=O)Nc3nccs3)[nH]c2c1	0	-3	0	13	-5	-2	-10	-21	8
CN(C)S(=O)(=O)c1cccc(NC(=O)c2ccc(N3CCCC3=O)cc2)c1	9	.	3	1	.	4	.	.	5
Cc1onc(-c2ccccc2Cl)c1C(=O)NCc1ccccc1F	-1	-2	5	3	-1	-8	2	-8	2
Cc1ccn2c(NC3CCCCC3)c(-c3cccc(-c4cccc(Cl)c4)c3)nc2c1	8	0	4	3	4	4	12	2	11
COc1cc(C)c(NC(=O)C(=S)NCc2ccccc2)cc1C	-2	2	1	-3	6	8	-11	-2	13
CC1CCCCC1NC(=O)CCS(=O)(=O)c1ccc2c(c1)NC(=O)CS2 (configuration not stated)	5	4	3	5	7	4	-2	-4	3
CCOC(=O)N1CCN(S(=O)(=O)c2cc(Br)cc3c2N(C(=O)C2CC2)CC3)CC1	4	-2	10	6	4	0	-2	6	2
COc1ccccc1CC(=O)Nc1c[nH]c(=O)[nH]c1=O	0	0	10	3	-1	1	-7	7	3
Cc1ccccc1OCC(=O)N/N=C/c1c(C)nn(-c2ccccc2)c1Cl	-6	-6	-1	5	3	3	4	6	0
CC1=CC(C)(C)N2C(=O)C3(SCC(=O)N3c3ccc(O)cc3)c3cc(C)cc1c32 (configuration not stated)	3	-1	6	3	-3	0	10	4	11
CCOC(=O)Cn1c(SC)nc2sc3c(c2c1=O)CC(C)(C)OC3	-9	-2	5	11	-6	7	-5	5	4
O=S(=O)(NCc1ccc2c(c1)OCO2)c1c(F)cc(F)cc1Br	-3	2	14	-1	6	12	-7	1	-1
Cc1ccc(S(=O)(=O)N2CCCOC2CNC(=O)C(=O)NCc2ccccc2C)cc1 (configuration not stated)	4	-4	2	5	-2	1	-3	6	12
CC(/C=C/c1cccs1)=C\C(=O)O	-7	0	4	4	-2	-1	8	-7	16
Cc1cccc(/C=N/NC(=O)CNc2cccc3ccccc23)n1	48*	4	-5	4	7	22	-6	0	36
Cc1nn(CC(O)COc2ccc3c(c2)CCC3)c(C)c1C (configuration not stated)	-3	0	-1	0	5	9	-8	-6	-9
CCCN1C(=O)C(Cc2nc3ccccc3c(=O)n2-c2ccccc2)c2ccccc21 (configuration not stated)	2	-1	6	-14	-11	-8	-11	-8	1
CC(=O)CCc1ccc(OCC(O)CNC2CCCc3ccccc32)cc1 (configuration not stated)	-5	4	0	6	11	2	5	8	-5
CCS(=O)(=O)N1CCC(C(=O)NCCCN2CCC(Cc3ccccc3)CC2)CC1	3	-5	4	7	-2	-3	-10	-7	20
O=C(COc1cccnc1[N+](=O)[O-])NCc1ccco1	-9	0	2	3	0	5	7	8	6
Cc1ccccc1C(=O)NNC(=O)Cc1ccccc1	0	0	-1	5	-1	5	15	1	-3

Reformatted as comma-separated lines: entries from further up
SMILES,PAFAH2 inh,LYPLA1 inh,PAFAH1B2 inh,PAFAH1B3 FP inh,LYPLA2 inh,pPAFAH inh,ZTA counter,EBNA-1 inh,PREPL inhibitor
O=S(=O)(NCc1ccc2c(c1)OCO2)c1c(F)cc(F)cc1Br,-3,2,14,-1,6,12,-7,1,-1
Cc1ccc(S(=O)(=O)N2CCCOC2CNC(=O)C(=O)NCc2ccccc2C)cc1 (configuration not stated),4,-4,2,5,-2,1,-3,6,12
CC(/C=C/c1cccs1)=C\C(=O)O,-7,0,4,4,-2,-1,8,-7,16
Cc1cccc(/C=N/NC(=O)CNc2cccc3ccccc23)n1,48*,4,-5,4,7,22,-6,0,36
Cc1nn(CC(O)COc2ccc3c(c2)CCC3)c(C)c1C (configuration not stated),-3,0,-1,0,5,9,-8,-6,-9
CCCN1C(=O)C(Cc2nc3ccccc3c(=O)n2-c2ccccc2)c2ccccc21 (configuration not stated),2,-1,6,-14,-11,-8,-11,-8,1

More results follow.
SMILES	PAFAH2 inh	LYPLA1 inh	PAFAH1B2 inh	PAFAH1B3 FP inh	LYPLA2 inh	pPAFAH inh	ZTA counter	EBNA-1 inh	PREPL inhibitor
O=c1c2ccccc2nc(SCc2cn3ccsc3n2)n1-c1ccccc1F	1	1	0	0	3	11	-9	-1	24
CS(=O)(=O)N1CCC(C(=O)Nc2ccc3c(c2)OCCO3)CC1	-3	0	0	-4	-3	0	5	3	-7
N#Cc1c(N)c(C(=O)c2ccccc2)n2c1CCCC2	-5	1	5	0	-4	-4	6	6	9
Cc1cc(Cl)ccc1OCC(=O)NC1CCCC1	4	1	4	8	0	1	-8	-8	-21
Cc1ccccc1CN1CCC(CNC(=O)Nc2ccc(F)cc2F)CC1	-1	1	-2	-2	8	6	-2	2	-4
Clc1ccc(-c2nc(-c3cc4cc(Cl)ccc4o3)cs2)cc1	.	0	.	.	0	5	1	-6	0
CCCCOc1ccc(N2CC(C(=O)NCCc3ccc(OC)c(OC)c3)CC2=O)cc1 (configuration not stated)	-1	-2	1	4	-1	6	9	-6	13
COc1ccccc1NS(=O)(=O)c1cc(C(=O)NCc2ccco2)ccc1C	-1	-2	6	0	1	4	2	1	1
COC(=O)C1=C(C)N(Cc2ccccc2)C(=NCCc2c[nH]c3ccccc23)N[C@H]1c1cccc(F)c1	3	.	2	9	.	-2	.	.	-1
O=C(CNC(=O)c1ccc(Cl)cc1Cl)OCc1cn2cc(Br)ccc2n1	4	.	8	10	.	1	.	.	-36
CCOC(=O)c1c(-c2ccc(-c3ccccc3)cc2)csc1NC(=O)C1C2CCC(O2)C1C(=O)O (configuration not stated)	-3	3	-2	5	18	28*	14	10	51*
COc1cccc(C(=O)NC(=S)N2CCN(c3ccc(C(F)(F)F)cc3[N+](=O)[O-])CC2)c1	1	3	2	7	65*	26*	-2	3	-3
Cc1c(C(c2cc3c(cc2Br)OCO3)c2c(C)n(C)n(-c3ccccc3)c2=O)c(=O)n(-c2ccccc2)n1C	81*	-3	3	8	6	2	-8	-7	6
CC(=O)NC(=S)Nc1ccc(NC(=S)NC(=O)/C=C/c2ccco2)cc1	-21	-8	-7	-10	-8	-3	1	43*	-3
O=c1c2ccccc2nnn1Cc1ccccc1	0	4	1	-2	8	4	-11	6	-1
COc1ccc(NC(=O)COc2cccc3c2CCN(C)C3=O)c(OC)c1	6	-1	-2	5	2	7	-1	-3	20
O=C(O)C1CCCNC1 (configuration not stated)	.	2	.	.	2	3	0	-1	4

Assay outcomes: PubChem BioAssay, The Scripps Research Institute Molecular Screening Center

An excerpt. The share of hits here may be higher or lower than overall.
